HEK cytotox: kills HEK 293 cells. hit rate 6.6% among 94,000. Potency, µM (highest dose often 115 µM), for inactives: at the top dose activity change, negative = cytotoxicity, usual class: inhibitors. HEK 293 viability, ATP luminescence (CellTiter-Glo), 48-72 h. AID 1345083; further: potency means the concentration at half of the fitted maximal effect; nearly all actives have a fitted effect of over 60% in size
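Luminescence from cellular ATP, measured with CellTiter-Glo, indicates HEK 293 viability. Cells plated at 250 cells/well are treated with compound for 48 or 72 hr at 37 degree Celsius before reagent addition.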
SNCA viab count: counter-screen for SNCA expression inhibitors: cell viability; hit rate 0.12% among 150,000; AID 1671193; Potency, µM (series often up to 57.1 µM), for inactives: top-dose activity change, negative = cytotoxicity, hits mostly cytotoxic; HEK-293-SNCA-luc viability, GF-AFC fluorescence, 24 h;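 further: potency means the concentration at half of the fitted maximal effect; 0% = DMSO-treated cells and -100% = medium-only wells without cells; nearly all actives have a fitted effect of over 30% in size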
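HEK-293-SNCA-luc cells (1500/well) plated 24 h, then exposed 24 h to a dilution series; GF-AFC added 30 min at 37C, fluorescence 405/540 nm; normalised to medium-only and DMSO wells, Hill fit.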
SNCA expr inhib: SNCA gene expression inhibition | AID 1671194 | hit rate 0.17% among 140,000 | Potency, µM (titrated, usually from 57.2 µM), for the others: at the top dose activity change, negative = inhibition, most hits filed as inhibitors | HEK-293 SNCA-luciferase knock-in, luminescence, 24 h;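 further: potency means the concentration at half of the fitted maximal effect; plate controls were DMSO cells for no effect and cell-free wells for full effect; nearly all actives have a fitted effect of over 45% in size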
GPT2 inh: blocks human glutamate pyruvate transaminase 2. Recombinant GPT2, coupled pyruvate oxidase/HRP Amplex Red fluorescence. Potency, µM (doses to about 57.7 µM), without a hit: at the top dose activity change, negative = inhibition, actives largely listed as inhibitors. AID 1671188. hit rate 0.25% among 100,000. Q8TD30; further: potency means the concentration at half of the fitted maximal effect; nearly all actives have a fitted effect of over 60% in size; many of its hits are not listed in these tables
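GPT2 10ng/uL, a-KG 250uM, L-Ala 2mM, HEPES pH7.5 + 0.0001% Tween; 30 min RT. Then Amplex mix (PO/HRP/ThPP), 30 min RT dark, fluorescence. AOA 50uM used as positive control.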
NIH3T3 tox: cytotoxic compounds in NIH 3T3 cells. NIH 3T3 viability, CellTiter-Glo ATP luminescence, 48-72 h. Potency, µM (titrated, usually from 96.7 µM), for the others: top-dose activity change, negative = cytotoxicity, hits mostly inhibitors. hit rate 4.3% among 94,000. AID 1345082; further: potency means the concentration at half of the fitted maximal effect; nearly all actives have a fitted effect of over 55% in size
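Luminescent ATP readout (CellTiter-Glo, 10 min RT) after 48 or 72 hr compound exposure of NIH 3T3 cells seeded at 400 cells/well in 1536-well format; quantitative HTS.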
FLuc inh: blocks purified firefly luciferase enzyme activity; P08659; purified P. pyralis luciferase, luminescence, biochemical; Potency, µM (doses to about 115 µM), without a hit: top-dose activity change, negative = inhibition, hits mostly inhibitors; hit rate 2.5% among 76,000; AID 1347043; further: potency means the concentration at half of the fitted maximal effect; nearly all actives have a fitted effect of over 65% in size
Target sequence (P08659 whole entry, looked up): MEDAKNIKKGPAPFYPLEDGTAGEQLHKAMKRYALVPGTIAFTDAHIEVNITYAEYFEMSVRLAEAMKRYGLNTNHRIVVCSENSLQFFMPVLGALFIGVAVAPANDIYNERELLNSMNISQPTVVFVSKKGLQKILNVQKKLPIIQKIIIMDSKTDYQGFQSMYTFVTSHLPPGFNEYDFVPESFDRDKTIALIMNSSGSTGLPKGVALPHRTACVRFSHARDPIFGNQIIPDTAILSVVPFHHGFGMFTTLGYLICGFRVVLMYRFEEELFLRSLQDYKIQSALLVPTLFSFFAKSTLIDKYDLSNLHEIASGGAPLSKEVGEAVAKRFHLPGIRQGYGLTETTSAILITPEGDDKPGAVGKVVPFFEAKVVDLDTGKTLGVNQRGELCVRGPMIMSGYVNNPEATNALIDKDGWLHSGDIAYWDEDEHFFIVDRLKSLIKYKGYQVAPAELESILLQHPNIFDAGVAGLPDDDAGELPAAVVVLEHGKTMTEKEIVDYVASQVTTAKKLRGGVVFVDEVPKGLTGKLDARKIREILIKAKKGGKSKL
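Luminescence read by CCD imager after adding enzyme (10nM final) to wells holding compound, titrated in qHTS. Substrates 10uM each D-luciferin and ATP; buffer 50mM Tris acetate pH 7.5, 10mM Mg acetate, Tween-20, BSA.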
IP6K1 inh: IP6K1 kinase inhibition; activity change, % (series mostly up to about 58 µM); AID 1645851; hit rate 0.81% among 140,000; IP6K1 kinase, ADP-Glo luminescence, 2 h; active compounds read low; in the data active means activity change below about -25%
Target sequence (Q92551 whole entry, looked up): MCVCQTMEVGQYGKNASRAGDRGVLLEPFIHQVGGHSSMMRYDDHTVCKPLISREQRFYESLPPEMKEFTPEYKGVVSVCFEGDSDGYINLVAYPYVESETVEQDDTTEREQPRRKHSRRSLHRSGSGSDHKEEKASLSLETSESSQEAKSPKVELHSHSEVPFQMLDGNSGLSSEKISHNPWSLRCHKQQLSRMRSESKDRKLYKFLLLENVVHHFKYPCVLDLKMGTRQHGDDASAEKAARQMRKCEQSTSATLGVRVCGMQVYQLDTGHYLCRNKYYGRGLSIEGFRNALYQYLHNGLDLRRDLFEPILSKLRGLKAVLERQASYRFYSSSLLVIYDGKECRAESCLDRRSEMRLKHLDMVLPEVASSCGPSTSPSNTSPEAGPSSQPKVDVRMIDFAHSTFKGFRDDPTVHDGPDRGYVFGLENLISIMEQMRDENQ
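ADP-Glo luminescence measures ADP made by human IP6K1 during a 2 h RT reaction with ATP/IP6 (mix at 1.3 mM/130 uM); top library doses 57.5 and 19.1 uM final.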
* hit, by the source's call; [ ] = remark or other dose. Unless noted, the call rests on the fitted dose curve; in most records, active means well fitted curve in the direction sought with a large enough effect; inconclusive means small, poorly fitted or top-dose-only effect, or another doubt; inactive means no such curve, though single readings can be large; an effect the other way counts as inactive or inconclusive. Unless noted, on the % scale 0 is the no-effect control and ±100 the full control effect.

Results for COc1ccc(NC(=O)C2=C(C)Nc3ncnn3C2c2ccc(C)o2)cc1 (centres undefined) ?
SNCA viab count: -19%; SNCA expr inhib: 2%; IP6K1 inh: 2

What do the screens show for `Cc1ccc(CN2CC(Oc3ccccc3C(=O)NC3CC3)C2)cc1`?
HEK cytotox: inconclusive; SNCA viab count: -26%; SNCA expr inhib: 15%; GPT2 inh: 4%; NIH3T3 tox: inconclusive; FLuc inh: 3%; IP6K1 inh: -6

What do the screens show for `CCOc1ccc(NC(=O)c2c(NCc3cccc(OC)c3OC)sc3c2CCC3)cc1`?
SNCA viab count: -6%; SNCA expr inhib: 44%[activator]; IP6K1 inh: -15

What do the screens show for `COCC(=O)N1CCN(C(=O)c2cccc(-c3cccc(OC)c3)c2)CC1`?
HEK cytotox: -21%; SNCA viab count: 4%[12.5 µM]; SNCA expr inhib: -4%; GPT2 inh: inactive; NIH3T3 tox: -17%; IP6K1 inh: 1

How did Cc1cc(-c2ccnc(-c3nnc(C)n3CCc3ccccc3)c2)ccn1 do in these assays?
HEK cytotox: inconclusive; SNCA viab count: 4%[87.6 µM]; SNCA expr inhib: -6%[87.6 µM]; GPT2 inh: -26%[88.5 µM]; NIH3T3 tox: 79µM*; FLuc inh: 7%[172 µM]; IP6K1 inh: -8

Results for Cc1ccc(NC(=O)CC2CCCN(c3cnn(C)c(=O)c3)C2)cc1F (centres undefined) ?
HEK cytotox: inconclusive; SNCA viab count: -2%; SNCA expr inhib: 30%; GPT2 inh: -13%; NIH3T3 tox: inconclusive; FLuc inh: inconclusive; IP6K1 inh: -1

What do the screens show for `CC(=O)N1CC2(CCN(C3COC3)CC2)Cc2ccccc21`?
HEK cytotox: inactive; SNCA viab count: -6%; SNCA expr inhib: -19%; GPT2 inh: inactive; NIH3T3 tox: -1%; IP6K1 inh: -7

How did COc1ccc(C(=O)N2C[C@@H]3C[C@H](C2)c2c(NC(=O)c4ccc5c(c4)OCO5)ccc(=O)n2C3)cc1 do in these assays?
HEK cytotox: inactive; SNCA viab count: -6%; SNCA expr inhib: -3%; GPT2 inh: -18%; NIH3T3 tox: -1%; FLuc inh: 6%; IP6K1 inh: 9

Results for O=[N+]([O-])c1cccc(-c2noc([C@@H]3Cc4nc[nH]c4CN3Cc3ccc(F)cc3)n2)c1 ?
HEK cytotox: 50µM*; SNCA viab count: -27%[87.6 µM]; SNCA expr inhib: -18%[87.6 µM]; GPT2 inh: -24%[88.5 µM]; NIH3T3 tox: inconclusive; FLuc inh: -4%[172 µM]; IP6K1 inh: 20

How did CCCC(=O)Nc1nnc(SCc2cc(=O)n3cccc(C)c3n2)s1 do in these assays?
SNCA viab count: 5%; SNCA expr inhib: 17%; IP6K1 inh: -11

How did CCOC(=O)C1CCN(C(=O)Cn2c(-c3cccs3)cc3cc(Cl)ccc32)CC1 do in these assays?
SNCA viab count: -2%; SNCA expr inhib: 1%; IP6K1 inh: 4

What do the screens show for `Cc1nc2ccc(S(=O)(=O)NC(C(=O)N3CCN(c4ccc(Cl)cc4)CC3)C(C)C)cc2s1` (centres undefined)?
SNCA viab count: 12%; SNCA expr inhib: 9%; IP6K1 inh: -1

The list goes on; the last 2 above are carried over.
How did CCOC(=O)C1CCN(C(=O)Cn2c(-c3cccs3)cc3cc(Cl)ccc32)CC1 do in these assays?
SNCA viab count: -2%; SNCA expr inhib: 1%; IP6K1 inh: 4

What do the screens show for `Cc1nc2ccc(S(=O)(=O)NC(C(=O)N3CCN(c4ccc(Cl)cc4)CC3)C(C)C)cc2s1` (centres undefined)?
SNCA viab count: 12%; SNCA expr inhib: 9%; IP6K1 inh: -1

What do the screens show for `CCN1CCC2(CCC1=O)CN(C(=O)c1ccc(CSC)o1)CCN2C` (centres undefined)?
HEK cytotox: 4%; SNCA viab count: 1%; SNCA expr inhib: inconclusive; GPT2 inh: -7%; NIH3T3 tox: -4%; FLuc inh: -1%; IP6K1 inh: 27

Results for CCNC(=O)c1ccc(CC2CCN(C(C)=O)CC2)cc1 ?
HEK cytotox: -6%; SNCA viab count: 6%; SNCA expr inhib: 22%; GPT2 inh: -5%; NIH3T3 tox: -12%; FLuc inh: -9%; IP6K1 inh: -10

Results for COc1ccccc1C(=O)N1CCCC2(CN[S+](=O)([O-])c3cccnc3N2)C1 (centres undefined) ?
HEK cytotox: inactive; NIH3T3 tox: 5%; IP6K1 inh: -1

Results for CC(=O)c1ccc(NC(=O)CN(C)S(=O)(=O)c2cc3c(cc2C)NC(=O)CO3)cc1 ?
SNCA viab count: -9%; SNCA expr inhib: 17%; IP6K1 inh: -1

What do the screens show for `Cc1ccc(/C=C/C(=O)Nc2ccc(Cl)cc2Cl)cc1`?
SNCA viab count: 3%; SNCA expr inhib: 19%; IP6K1 inh: 8

What do the screens show for `COc1cc(NC(=O)NC[C@H]2O[C@@H](CO)[C@@H](O)[C@H]2N(C)CCN(C)C)cc(OC)c1`?
HEK cytotox: inactive; SNCA viab count: 8%; SNCA expr inhib: -12%; GPT2 inh: 3%; NIH3T3 tox: 2%; FLuc inh: 1%; IP6K1 inh: 1

Results for O=C(NCc1ccccn1)c1cn2cc(-c3cccc(C(F)(F)F)c3)sc2n1 ?
HEK cytotox: inconclusive; SNCA viab count: 11%; SNCA expr inhib: 21%; GPT2 inh: inactive; NIH3T3 tox: -14%; IP6K1 inh: 0

How did O=C(C1CC1)N1CCC(C(=O)N2CCCC(c3nc4ncccc4[nH]3)C2)CC1 (centres undefined) do in these assays?
HEK cytotox: -3%; SNCA viab count: 3%; SNCA expr inhib: -2%; GPT2 inh: inactive; NIH3T3 tox: -17%; IP6K1 inh: 3

Results for O=C(c1cccs1)N1CCCC(n2cc(-c3nc(C4CC4)no3)nn2)C1 (centres undefined) ?
HEK cytotox: -16%; SNCA viab count: -3%; SNCA expr inhib: 4%; GPT2 inh: 1%; NIH3T3 tox: -30%; FLuc inh: -1%; IP6K1 inh: 0

What do the screens show for `COC(=O)c1cccc(CN2C(=O)SC(Nc3ccc(Br)cc3)C2=O)c1` (centres undefined)?
SNCA viab count: -2%; SNCA expr inhib: 0%; IP6K1 inh: -1

What do the screens show for `O=C1OCC2(CCN([S+](=O)([O-])c3ccc(C(F)(F)F)cc3)C2)N1Cc1ccccn1` (centres undefined)?
HEK cytotox: inactive; SNCA viab count: -8%; SNCA expr inhib: 7%; GPT2 inh: -1%; NIH3T3 tox: inconclusive; FLuc inh: -2%; IP6K1 inh: 12

What do the screens show for `COc1ccc(CCNC(=O)C(=O)NCC(c2cccs2)S(=O)(=O)c2ccc(F)cc2)cc1` (centres undefined)?
SNCA viab count: -5%; SNCA expr inhib: -6%; IP6K1 inh: -7

Gathered by group, the compounds so far containing a furan ring, fused or not (2)
Results for COc1ccc(NC(=O)C2=C(C)Nc3ncnn3C2c2ccc(C)o2)cc1 (centres undefined) ?
SNCA viab count: -19%; SNCA expr inhib: 2%; IP6K1 inh: 2

What do the screens show for `CCN1CCC2(CCC1=O)CN(C(=O)c1ccc(CSC)o1)CCN2C` (centres undefined)?
HEK cytotox: 4%; SNCA viab count: 1%; SNCA expr inhib: inconclusive; GPT2 inh: -7%; NIH3T3 tox: -4%; FLuc inh: -1%; IP6K1 inh: 27

Following part.
How did COc1ccc(CN2CCCC3(COc4ccccc4[S+](=O)([O-])N3)C2)cc1 (centres undefined) do in these assays?
HEK cytotox: -20%; SNCA viab count: -2%; SNCA expr inhib: -7%; GPT2 inh: 2%; NIH3T3 tox: -22%; IP6K1 inh: 10

How did COc1cc(O)cc2c1C(=O)OC(C)CCCCCCC2 (centres undefined) do in these assays?
SNCA viab count: -8%; GPT2 inh: 4%; IP6K1 inh: 5

What do the screens show for `CCc1nc2c(c(-c3ccc(Cl)cc3)n1)CCN(CCC(C)C)CC2`?
HEK cytotox: inconclusive; SNCA viab count: 8%; SNCA expr inhib: -4%; GPT2 inh: inconclusive; NIH3T3 tox: -33%; FLuc inh: -1%; IP6K1 inh: 9

What do the screens show for `O=C(NCc1ccc(F)cc1)N1CCCC(Cc2nncn2-c2ccccc2)C1` (centres undefined)?
HEK cytotox: -21%; SNCA viab count: -26%; SNCA expr inhib: 13%; GPT2 inh: 3%; NIH3T3 tox: inconclusive; FLuc inh: -9%; IP6K1 inh: -5

What do the screens show for `CCc1noc([C@@H]2CC(F)(F)CN2C(=O)c2occc2C)n1`?
HEK cytotox: -17%; SNCA viab count: 7%; SNCA expr inhib: 15%; GPT2 inh: -4%; NIH3T3 tox: -8%; FLuc inh: -9%; IP6K1 inh: 10

Results for CC(C)NC(=O)N1CC(C(=O)NCC2CC2)CC(c2ccccc2)C1 (centres undefined) ?
HEK cytotox: -30%; SNCA viab count: -6%; SNCA expr inhib: -29%; GPT2 inh: inactive; NIH3T3 tox: -13%; FLuc inh: -7%; IP6K1 inh: -2

How did CCOCCCNC(=O)CNC(=O)c1ccc(-c2cnc3ccccc3c2)cc1 do in these assays?
HEK cytotox: -3%; SNCA viab count: inconclusive; SNCA expr inhib: 13%; GPT2 inh: inactive; NIH3T3 tox: -34%; IP6K1 inh: 12

How did Cc1ccc(C2=Nc3ccccc3N(CC(=O)Nc3ccccc3C)C(=O)C2)cc1C do in these assays?
SNCA viab count: -16%; SNCA expr inhib: 229%[activator]; IP6K1 inh: -8

What do the screens show for `Cc1noc(-c2ccn3c(CNC(=O)c4cc5ccccc5[nH]4)nnc3c2)n1`?
HEK cytotox: inactive; SNCA viab count: -10%; SNCA expr inhib: 2%; GPT2 inh: -2%; NIH3T3 tox: inactive; FLuc inh: 5%; IP6K1 inh: 28

What do the screens show for `CN1Cc2ncnc(N3CCOCC3)c2CN(C2CCCCC2)C1=O`?
HEK cytotox: -5%[172 µM]; SNCA viab count: -24%[87.6 µM]; SNCA expr inhib: 35%[activator][87.6 µM]; GPT2 inh: -9%[88.5 µM]; NIH3T3 tox: -6%[138 µM]; FLuc inh: 10%[172 µM]; IP6K1 inh: -9

How did COCCCn1c(C)cnc1C1CCN(C(=O)C2(c3ccc(OC)cc3)CC2)C1 (centres undefined) do in these assays?
HEK cytotox: -13%; SNCA viab count: 3%; SNCA expr inhib: -6%; GPT2 inh: inactive; NIH3T3 tox: -13%; FLuc inh: -1%; IP6K1 inh: 2

Bioassay records deposited in PubChem BioAssay by National Center for Advancing Translational Sciences (NCATS).
